Screening data deposited in PubChem BioAssay by several laboratories.
Rad51 HR inh = blocks human Rad51 in homologous recombination. Q06609. hRad51 DNA strand exchange, fluorescence dequenching. inhibition, % at 10 µM. 0.085% of 200,000 active. AID 1385;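 active = inhibition above 40% at the single screening dose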;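 note: 0% = DMSO control wells and 100% = blanks with heterologous ssDNA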
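Read-out basis: percent inhibition relative to plate controls and blanks / Assay system: human Rad51 nucleoprotein filaments preassembled on unlabelled ssDNA / Timing: filaments 15 min 37 °C, then compound 30 min / Control set: per-plate controls and blanks / Technique: fluorescence dequenching at 485/520 nm / Compound: 10 µM final, single point / Also added: Fluorescein- and BHQ1-tagged 47-mer duplex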
PERK inhibitor = inhibitors of human PERK kinase. CHO PERK-DD fusion, SEAP luminescence translation reporter. inhibition, % at 5.6 µM. 0.17% of 220,000 active;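 active = inhibition above the mean inhibition of all tested compounds plus 3 SD, set separately per screening campaign, cut at about 2.9% in these data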;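 note: PERK kinase domain activated by AP20187 dimerizer at 100 nM; 0% = DMSO with dimerizer and 100% = rapamycin at 8.4 µM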
Thrombin inh = inhibitors of human thrombin; AID 1046; 0.26% of 220,000 active; inhibition, % at 5 µM; alpha-thrombin, Boc-VPR-AMC fluorogenic substrate cleavage;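 active = inhibition at or above 40%; inactive = inhibition below 40%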;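 note: 0% = enzyme with no compound and 100% = wells without enzyme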
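Material: Human alpha-thrombin protein | Buffer or medium: pH 7.5 Tris-saline with Tween 20 | Reagent: Boc-VPR-AMC substrate, 15 µM final | Schedule: Reaction at ambient temperature | Detection: AMC fluorescence at 355 nm excitation and 460 nm emission | Evaluation: Percent inhibition scaled between no-compound controls and no-enzyme blanks | Controls: no-compound enzyme wells and no-enzyme blanks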
FXIa inh = blocks human coagulation factor XIa protease activity; purified FXIa, Boc-Glu-Ala-Arg-AMC fluorogenic substrate; 0.14% of 220,000 active; inhibition, % at 5 µM; P03951;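 active = inhibition of at least 40%; inactive = inhibition below 40%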;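 note: fluorescence of freed AMC excited at 355 nm; 0% = enzyme without compound and 100% = no enzyme blank; many of its hits are not listed in these tables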
Target sequence (P03951 19-387 limits assumed): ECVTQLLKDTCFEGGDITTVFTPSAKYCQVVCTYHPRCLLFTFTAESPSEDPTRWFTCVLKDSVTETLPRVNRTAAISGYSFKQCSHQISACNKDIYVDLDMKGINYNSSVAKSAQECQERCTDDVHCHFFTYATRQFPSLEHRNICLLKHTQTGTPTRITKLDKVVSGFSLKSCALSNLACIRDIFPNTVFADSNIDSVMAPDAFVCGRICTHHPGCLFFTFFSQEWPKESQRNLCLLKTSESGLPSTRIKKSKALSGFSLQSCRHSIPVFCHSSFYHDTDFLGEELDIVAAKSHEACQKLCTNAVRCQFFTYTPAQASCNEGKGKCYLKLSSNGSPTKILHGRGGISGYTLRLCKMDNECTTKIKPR
Target sequence (P03951 388-625 limits assumed): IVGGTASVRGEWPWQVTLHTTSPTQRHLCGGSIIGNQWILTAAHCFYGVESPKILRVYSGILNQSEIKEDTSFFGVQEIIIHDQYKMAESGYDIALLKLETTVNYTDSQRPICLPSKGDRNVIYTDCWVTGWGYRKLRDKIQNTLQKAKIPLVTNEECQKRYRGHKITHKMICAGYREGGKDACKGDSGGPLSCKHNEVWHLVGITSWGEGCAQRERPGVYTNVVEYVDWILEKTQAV
Calpain2 inh = calpain II (pig) inhibition; inhibition, % at 16 µM; 0.37% of 220,000 active; purified calpain II, fluorogenic peptide substrate, 30 min;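 active = inhibition above about 50%, limit read from the data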
FXIIa inh 1536 = inhibitors of human coagulation factor XIIa. P00748. purified FXIIa, Boc-QGR-AMC fluorogenic substrate, 2 h. inhibition, % at 5 µM. 0.3% of 220,000 active. AID 800; in the data active = inhibition above about 40%;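 note: 0% = enzyme with no compound and 100% = blank without enzyme; many of its hits are not listed in these tables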
Furin inh = human furin inhibition; purified furin, fluorogenic substrate cleavage; inhibition, % at 30 µM; 0.061% of 220,000 active; AID 463115; in the data active = inhibition above about 25%; note: inactives centre near -15
KCC2 mod = modulates chloride dependent transport by human KCC2; KCC2 cells, thallium flux FluoZin-2 fluorescence; B-score of Tl+ flux slope (higher = more flux/activation; lower = inhibition) at 10 µM; Q9H2X9; AID 1456; 2.2% of 190,000 active;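 active = thallium flux slope and its plate-corrected score both differing from the plate sample mean at a set confidence after two filtering rounds, in either direction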;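 note: slope of fluorescence scaled to starting intensity during 10 to 20 s after thallium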
hK5 inh = blocks human kallikrein 5 protease activity | Q9Y337 | recombinant hK5, fluorogenic AMC substrate cleavage | inhibition, % at 5 µM | 0.59% of 210,000 active;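 active = inhibition of 40% or more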;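 note: 0% = enzyme controls without compound and 100% = no-enzyme blanks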
Target sequence (Q9Y337 67-293 limits assumed): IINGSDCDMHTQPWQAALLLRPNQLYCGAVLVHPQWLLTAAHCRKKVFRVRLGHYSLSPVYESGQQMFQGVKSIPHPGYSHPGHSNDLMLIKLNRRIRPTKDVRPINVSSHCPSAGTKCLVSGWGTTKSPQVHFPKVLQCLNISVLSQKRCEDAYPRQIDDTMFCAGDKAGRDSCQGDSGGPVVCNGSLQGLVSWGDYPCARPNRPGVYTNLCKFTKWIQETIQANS
Numbers without * were called inactive; i = inactive; . = no result given; [ ] = remark or other dose.

SMILES | Rad51 HR inh | PERK inhibitor | Thrombin inh | FXIa inh | Calpain2 inh | FXIIa inh 1536 | Furin inh | KCC2 mod | hK5 inh
Cc1c(C(c2ccc(O)cc2)c2c(C)n(C)n(-c3ccccc3)c2=O)c(=O)n(-c2ccccc2)n1C | 9 | 0.9 | 2 | 4 | 25 | 4 | -15 | -0.4 | -13
O=C(O)CCN1C(=O)S/C(=C\c2cccnc2)C1=O | -5 | -0.2 | 7 | 6 | 22 | 14 | 2 | 0.43 | 3
COc1ccc(C(=O)NNC(=S)NC(=O)c2cccnc2)cc1 | 4 | 0.8 | -9 | -3 | 0 | 3 | -25 | 0.49 | -9
CCn1c(C)c(C(C)=O)c(N2CCN(c3ccc(F)cc3)CC2)nc1=S | -7 | -0.9 | -4 | -3 | -15 | 7 | -12[20 µM] | 0.074 | -7
C[N+](C)=C1SCC(C)(/C=N/O)S1 (stereo unspecified) | -6 | 0.6 | -1 | 1 | -1 | 6 | -21 | 0.14 | 1
c1ccc(CCn2nnnc2C(c2cccnc2)N2CCN(c3ccccc3)CC2)cc1 (stereo unspecified) | -1 | -0.7 | 2 | -1 | -45 | 4 | -16 | -0.85 | 1
Cc1ccc(NC(=O)C2CCN(S(=O)(=O)c3cnc[nH]3)CC2)cc1C | . | -0.1 | 1 | 6 | -13 | 18 | -29 | -0.82 | -3
CCN(Cc1ccccc1)C(=O)Cn1c(=O)n(-c2ccc(OC)cc2OC)c(=O)c2c(C)c(C)sc21 | 25 | 0.8 | -10 | 6 | -77 | 10 | -23 | 1.4 | 8
CC(C(=O)O)n1cnc2sc3c(c2c1=O)CCCC3 (stereo unspecified) | -4 | -0.1 | -4 | 9 | 15 | 9 | -11 | . | 2
O=C(C1CCN(Cc2cn[nH]c2-c2ccc(F)cc2F)CC1)N1CCOCC1 | 9 | 1.1 | 2 | 6 | 10 | 13 | -16 | . | .
COC(=O)[C@@H]1CCCN1C(=O)CCc1nnc(CCC2CCCCC2)o1 | -2 | -0.1 | -13 | -7 | -1 | 7 | -9 | -2.4 | -5
O=c1ccc(NS(=O)(=O)c2ccccc2)cn1Cc1ccc(Cl)c(Cl)c1 | 2 | 0.0 | 4 | 2 | -25 | 12 | -10 | -0.77 | -11
Cc1ccc(N2C(=O)CC(N3CCSCC3)C2=O)c(C)c1 (stereo unspecified) | 4 | -0.4 | 3 | 4 | -17 | 13 | 11 | -0.16 | 4
CC(C)CC(NC(=O)c1ccccc1)C(=O)OCC(=O)Nc1ccc(S(N)(=O)=O)cc1 (stereo unspecified) | -1 | 1.0 | -6 | -2 | 3 | 4 | -20 | 0.83 | -2
Cc1[nH]c(=O)[nH]c(=O)c1/C=N/NC(=O)[C@H](C)N | -5 | 0.8 | 25 | 18 | 2 | 40 | -6 | -0.28 | 52*
CCOC(=O)CNC(=S)N(Cc1ccccc1F)C1CCCCC1 | 6 | -0.2 | -12 | -4 | -8 | 4 | -20 | -0.21 | 1
CC(CNC(=O)C(C)C)NC(=O)C(C)C (stereo unspecified) | 15 | 0.1 | -7 | -4 | -10 | 5 | 0[20 µM] | . | -20
Clc1ccc(-c2cc(CSc3ccccc3)on2)cc1 | 11 | 1.6 | 3 | -2 | -7 | 4 | -11[20 µM] | 0.21 | -1
CCN(CCNC(=O)C1CCN(S(=O)(=O)c2cccc3cccnc23)CC1)c1ccccc1 | -6 | -1.0 | -2 | -6 | -2 | 1 | -11 | -0.61 | 14
CC(C)c1nnc(NC(=O)CCC(=O)N2CCN(c3ccccn3)CC2)s1 | 3 | 0.8 | 2 | 5 | -14 | 18 | -9[20 µM] | 1.2 | -6
CSc1nc2ccc(NS(=O)(=O)c3cccc(Cl)c3Cl)cc2s1 | 3 | 0.0 | -9 | 4 | -3 | 1 | -14 | -1.5 | -10
CCCn1nc2cc(C(=O)NCc3ccccc3)ccc2c1OCC | -2 | -0.1 | 2 | 5 | i | 17 | -23[20 µM] | 0.53 | -29
COc1cccc(Nc2nc(N)nc(CCl)n2)c1 | . | -0.7 | -15 | -5 | -45 | -2 | 9 | 0.51 | -5
CCOc1ccccc1NS(=O)(=O)c1c(C)noc1C | -4 | 0.2 | 1 | 17 | 2 | 27 | -24[20 µM] | -0.29 | -31
CCN1CCCC(NC(=O)c2scc3c2CCCC3)C1 (stereo unspecified) | -4 | -1.0 | 28 | -7 | 14 | 0 | -6 | 0.54 | -9

hK5 inh: hit marks shown above
SMILES | Rad51 HR inh | PERK inhibitor | Thrombin inh | FXIa inh | Calpain2 inh | FXIIa inh 1536 | Furin inh | KCC2 mod | hK5 inh
Cc1[nH]c(=O)[nH]c(=O)c1/C=N/NC(=O)[C@H](C)N | -5 | 0.8 | 25 | 18 | 2 | 40 | -6 | -0.28 | 52*

Additional entries:
SMILES | Rad51 HR inh | PERK inhibitor | Thrombin inh | FXIa inh | Calpain2 inh | FXIIa inh 1536 | Furin inh | KCC2 mod | hK5 inh
O=C(/C=N\O)NCCCNCc1ccccc1 | 4 | 0.9 | -4 | -6 | 1 | -7 | -20 | . | 2
COc1ccc(CNc2cc(C)nc3ncnn23)c(OC)c1 | 0 | -0.6 | 5 | -1 | -22 | 15 | -30 | -0.65 | -2
CCOC(=O)C(=CNc1ccc(NC2=NCC(C)S2)cc1)C(=O)OCC (stereo unspecified) | . | -1.4 | -8 | 1 | 28 | 3 | 2 | -2.5 | -8
O=C(CCc1nnc(COc2ccccc2)o1)NC1(c2ccccc2)CC1 | 1 | 1.1 | -10 | -4 | -33 | 4 | -30 | -0.6 | -1
O=C(OCc1c(Cl)cccc1Cl)c1cccnc1Cl | -8 | 0.0 | -2 | -2 | 9 | 3 | -22[20 µM] | -0.62 | -5
O=C(Nc1ccc2c(c1)OCO2)c1ccc(S(=O)(=O)N2CCCC2)cc1 | 18 | 0.4 | -2 | -5 | 8 | 3 | -18 | -1.1 | -5
CCOc1cc2c(cc1C(C)(C)C)NC(=O)CS2 | -7 | 0.3 | -1 | -1 | -4 | 12 | -22[20 µM] | 0.63 | -3
Cc1ccc(-n2c(-c3cccc(C)c3)n[nH]c2=S)cc1 | -1 | -0.2 | 4 | 13 | 6 | 15 | -10[20 µM] | 5.8* | -10
COc1ccc(C(C(=O)NC(C)(C)C)N(C(=O)CNC(=O)c2cccs2)c2ccc(C)cc2)cc1OC (stereo unspecified) | -8 | -1.6 | 2 | 10 | 17 | -5 | -20[20 µM] | 0.17 | 0
C=CCNC(=O)/C(C#N)=C/c1ccc2c(c1)OCCO2 | 23 | 0.6 | -1 | -7 | 22 | 3 | -3 | 1.4 | -7
Cc1cc(NC(=O)Cn2cc(C(F)(F)F)cc(Cl)c2=O)no1 | 2 | 0.7 | -3 | 3 | -33 | 7 | -14 | 0.73 | 0
O=C(COc1ccccc1[N+](=O)[O-])Nc1cc(C(=O)O)cc(C(=O)O)c1 | 3 | 0.6 | 12 | -5 | 0 | 3 | -12 | -0.24 | -5
O=C(O)C1C2CCC(O2)C1C(=O)Nc1ccc(O)cc1 (stereo unspecified) | . | 0.7 | -4 | 1 | -12 | 7 | -8 | 0.47 | -4
CCOC(=O)C(=Nc1ccccc1)NO | 6 | 0.6 | -9 | -4 | -5 | -1 | -18 | 1.1 | -19
N#CC(c1ccc(Cl)cc1)c1ccc2c(C(F)(F)F)cc(C(F)(F)F)nc2n1 (stereo unspecified) | 10 | -0.3 | -4 | -1 | -7 | 10 | -11[20 µM] | 22* | 1
O=C(O)c1ccn(COc2ccc(Br)cc2)n1 | -5 | -0.1 | 1 | 5 | 17 | 2 | -30 | 0.62 | 1
O=C(Nc1nnc(-c2ccco2)o1)c1cccc(N2C(=O)CCC2=O)c1 | 5 | 0.9 | -5 | -5 | 15 | 1 | -15 | -1.5 | -2
CCCC(=O)Nc1cccc(C(=O)Nc2ccccc2OCC)c1 | 8 | 1.1 | 0 | -3 | 23 | -8 | -20 | 0.8 | -19
COC(=O)CSc1nc(N)c(C#N)c(C(C)C)c1C#N | -6 | -0.4 | -12 | 7 | -1 | 11 | -10 | 0.27 | -30
O=C(COC(=O)c1ccc[nH]c1=O)NCCc1ccc(Cl)cc1Cl | -9 | -0.9 | -4 | -12 | 19 | 4 | -21 | 0.67 | 33
COc1ccc(C(=O)NC(=S)Nc2ccccc2N2CCOCC2)cc1[N+](=O)[O-] | 5 | 0.6 | -5 | -1 | -4 | 0 | -23 | 0.65 | -14
Cc1nc2cc(C(=O)NCc3ccc4c(c3)OCO4)ccc2n1-c1ccc(Br)cc1 | -2 | 0.0 | 0 | 2 | -24 | 7 | -23 | -2.4 | -11
CN(C)CCNC(=S)Nc1ccc(Br)cc1 | . | -0.6 | -1 | 7 | 14 | 10 | -11 | 0.98 | -7
CC(=O)OC1(C(F)(F)F)Oc2ccccc2NC1=O (stereo unspecified) | -4 | 1.0 | -5 | -22 | . | -18 | 1 | 0.014 | -14
Cc1nnc(NC(=O)CSc2n[nH]c(-c3ccccc3)n2)s1 | 3 | 0.8 | -5 | -3 | -11 | 2 | -25 | 0.42 | -3
O=C(NCCCn1ccnc1)/C(=C\c1cccnc1)NC(=O)c1cccc(Br)c1 | -13 | 1.8 | -6 | 8 | -24 | 11 | -6 | 0.22 | -6
COc1ccc(-n2c(COc3ccc(C)cc3)nnc2SCC(N)=O)cc1 | . | 0.1 | 3 | 5 | -8 | 20 | -13 | . | 0
CC1=Nn2c(nnc2-c2cc(-c3ccccc3)n[nH]2)SC1 | 0 | -0.1 | -10 | -4 | -12 | 3 | -15[20 µM] | 0.89 | -3

Of the compounds above, 5 have a COOH group.
SMILES | Rad51 HR inh | PERK inhibitor | Thrombin inh | FXIa inh | Calpain2 inh | FXIIa inh 1536 | Furin inh | KCC2 mod | hK5 inh
O=C(O)CCN1C(=O)S/C(=C\c2cccnc2)C1=O | -5 | -0.2 | 7 | 6 | 22 | 14 | 2 | 0.43 | 3
CC(C(=O)O)n1cnc2sc3c(c2c1=O)CCCC3 (stereo unspecified) | -4 | -0.1 | -4 | 9 | 15 | 9 | -11 | . | 2
O=C(COc1ccccc1[N+](=O)[O-])Nc1cc(C(=O)O)cc(C(=O)O)c1 | 3 | 0.6 | 12 | -5 | 0 | 3 | -12 | -0.24 | -5
O=C(O)C1C2CCC(O2)C1C(=O)Nc1ccc(O)cc1 (stereo unspecified) | . | 0.7 | -4 | 1 | -12 | 7 | -8 | 0.47 | -4
O=C(O)c1ccn(COc2ccc(Br)cc2)n1 | -5 | -0.1 | 1 | 5 | 17 | 2 | -30 | 0.62 | 1

Not all compounds are listed; rates above refer to the full screens.
